Compound activity deposited in PubChem BioAssay by The Scripps Research Institute Molecular Screening Center.
M5 antag = antagonists of human muscarinic M5 receptor (CHRM5) | P08912 | CHO-hM5 cells, Fluo-8 calcium fluorescence, ACh EC80 | inhibition, % at 3 µM | 0.59% of 360,000 active;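 active = inhibition above a per-plate cutoff, the mean of that plate's test compounds plus 3 SD, cut at about 27% in these data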;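 note: 0% = acetylcholine EC80 with DMSO and 100% = DMSO without agonist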
Target sequence (P08912 whole entry, looked up): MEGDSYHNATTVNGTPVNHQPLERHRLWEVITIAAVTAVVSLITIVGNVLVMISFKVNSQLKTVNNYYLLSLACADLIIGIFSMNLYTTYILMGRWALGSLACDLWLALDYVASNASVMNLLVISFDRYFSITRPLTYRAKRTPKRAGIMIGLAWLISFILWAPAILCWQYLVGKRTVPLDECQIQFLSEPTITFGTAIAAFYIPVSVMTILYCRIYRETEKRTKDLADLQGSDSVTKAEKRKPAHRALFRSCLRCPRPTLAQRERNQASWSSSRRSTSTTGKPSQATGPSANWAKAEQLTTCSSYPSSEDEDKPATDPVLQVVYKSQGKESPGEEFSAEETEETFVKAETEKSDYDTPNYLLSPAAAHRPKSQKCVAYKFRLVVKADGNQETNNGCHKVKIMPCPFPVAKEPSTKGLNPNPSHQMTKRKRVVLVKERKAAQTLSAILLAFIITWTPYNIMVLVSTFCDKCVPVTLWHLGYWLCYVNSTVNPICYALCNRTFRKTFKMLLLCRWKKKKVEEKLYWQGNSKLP
CHRM5 agonist = agonists of human muscarinic M5 receptor (CHRM5) | activation, % at 3 µM | P08912 | CHO-K1 hM5 cells, Fluo-8 calcium fluorescence; 0% DMSO wells, 100% maximal acetylcholine response | 0.19% of 360,000 active | AID 624037;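 active = activation above the run's mean over test compounds plus 3 SD, cut at about 23% in these data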;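 note: signal is peak over basal fluorescence ratio across the kinetic read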
TAAR1 ag = human TAAR1 agonism. 0.99% of 360,000 active. activation, % at 3 µM. CHO RD-HGA16 TAAR1, Fluo-8 calcium fluorescence; vehicle wells 0%, saturating PEA agonist 100%;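 active = activation above the mean activation of all test compounds in the run plus 3 SD, cut at about 38% in these data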
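System: CHO-derived RD-HGA16 cells with stable Gα16 and human TAAR1. Times: 17-24 h plating, Fluo-8 75 min 37 °C, 30 min RT. Measured by: calcium-sensitive Fluo-8 signal, excitation 470-495, emission 515-575 nm. Read-out basis: % activation relative to PEA EC100 response. Control set: DMSO and PEA EC100. Repeats: no replicates (n 1).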
M4 antag = CHRM4 antagonism in calcium assay; CHO-hM4 cells, ACh EC80, Fluo-8 calcium fluorescence; inhibition, % at 3 µM; 0.73% of 360,000 active;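 active = inhibition above its plate's cutoff, the mean inhibition of sample wells plus 3 SD, cut at about 27% in these data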;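 note: 0% = acetylcholine EC80 with DMSO and 100% = DMSO without agonist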
Target sequence (P08173 whole entry, looked up): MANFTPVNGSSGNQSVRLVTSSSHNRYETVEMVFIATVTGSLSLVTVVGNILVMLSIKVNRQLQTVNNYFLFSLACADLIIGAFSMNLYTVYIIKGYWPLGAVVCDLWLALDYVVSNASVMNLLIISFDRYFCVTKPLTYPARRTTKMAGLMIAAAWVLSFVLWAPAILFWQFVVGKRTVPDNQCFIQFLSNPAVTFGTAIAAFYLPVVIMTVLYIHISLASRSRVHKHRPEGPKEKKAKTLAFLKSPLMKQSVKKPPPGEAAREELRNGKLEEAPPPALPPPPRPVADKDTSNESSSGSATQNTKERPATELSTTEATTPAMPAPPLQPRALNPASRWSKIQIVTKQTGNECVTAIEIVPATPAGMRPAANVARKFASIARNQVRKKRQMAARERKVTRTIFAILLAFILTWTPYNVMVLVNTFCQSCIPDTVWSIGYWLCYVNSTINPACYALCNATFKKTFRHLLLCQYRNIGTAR
CHRM1 antagonist = blocks human M1 muscarinic receptor; 1.3% of 360,000 active; AID 588852; CHO-K1 hM1, Fluo-8 calcium fluorescence, ACh EC80 antagonist; inhibition, % at 3 µM; P11229;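 active = percent inhibition above its own plate's cutoff, namely the mean of that plate's compound wells plus 3 SD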;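 note: peak over basal fluorescence ratio during 140 s after agonist addition; 0% = ACh EC80 plus DMSO and 100% = DMSO alone without agonist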
CHRM5 PAM = potentiates acetylcholine response at human M5 receptor | P08912 | CHO-K1 hM5, Fluo-8 calcium, ACh EC20 PAM; 0% = ACh EC20, 100% = ACh EC100 | activation, % at 3 µM | 0.3% of 360,000 active;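 active = activation above the run cutoff, the mean activation of all test compounds plus 3 SD, cut at about 18% in these data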
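System: CHO-K1 cell line with stable human muscarinic M5 receptor expression | Also added: EC20 acetylcholine as agonist stimulus | Compound: One concentration, 3 µM final (nominal) | Timing: Fluo-8 loading 80 min at 37 °C plus 30 min room temperature | Measured by: Fluo-8 calcium dye fluorescence, kinetic read | Read-out basis: % activation, ACh-normalized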
M1 PAM = positive allosteric modulators of human M1 muscarinic receptor | P11229 | CHO-K1 hM1, Fluo-8 calcium fluorescence, ACh EC20; 0% = ACh EC20, 100% = maximal ACh | activation, % at 3 µM | 0.088% of 360,000 active; in the data active = activation above about 19%, passing the limit was not always enough
M4 ag = CHRM4 agonism in calcium assay; CHO-K1 hM4/Gqi5, Fluo-8 calcium fluorescence; vehicle 0%, full acetylcholine response 100%; P08173; 0.14% of 360,000 active; AID 624127; activation, % at 3 µM;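 active = activation above the run mean over all test wells plus 3 SD, cut at about 32% in these data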;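 note: peak over basal fluorescence ratio per well then scaled between controls; 0% = DMSO wells and 100% = acetylcholine at EC100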
M1 ag = agonists of human M1 muscarinic receptor; P11229; CHO-K1 hM1, Fluo-8 calcium fluorescence, agonist mode; 0% DMSO, 100% acetylcholine EC100; activation, % at 3 µM; 0.33% of 360,000 active;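 active = activation above the run's mean compound activation plus 3 SD, cut at about 16% in these data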;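 note: peak over basal fluorescence ratio within a 140 s kinetic read after compound addition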
Numbers without * were called inactive; / = not tested or not shown. Not all compounds are listed; count on the stated rates, not on these rows.

no.	Structure	TAAR1 ag	CHRM5 PAM	M1 PAM	M4 ag	CHRM1 antagonist	M1 ag	M4 antag	CHRM5 agonist	M5 antag
1	CCN(CC(=O)Nc1ccc(OC)cc1)C(=O)c1ccccc1Sc1ccccc1C#N	9.3	-0.5	-0.2	16.3	-1.4	-0.9	-16.9	2.3	-5.4
2	Clc1ccc(CN2CCN(/N=C/c3ccco3)CC2)cc1	2.5	1.7	0.1	1.7	7.3	-8.1	-3.0	-16.0	5.3
3	CCn1c(CNC(=O)c2ccco2)nnc1SCC(=O)c1ccccc1	3.3	-0.7	6.3	1.0	-6.1	-6.3	6.9	0.4	7.6
4	O=C1c2nccnc2C(=O)N1Cc1ccccc1	3.3	0.4	13.2	-0.3	-18.4	-2.1	-6.1	3.3	4.4
5	Cc1cc(=O)oc2cc(OCC(O)CN3CCN(c4ccc(F)cc4)CC3)ccc12 (stereo unspecified)	0.2	-0.4	4.1	2.4	-7.2	-8.1	-4.0	-2.3	-0.7
6	CCOC(=O)C1CCN(c2nc3cc(OC)ccc3cc2C#N)CC1	8.6	-3.5	-1.8	4.2	5.4	-5.5	-8.0	-8.2	-4.7
7	Cc1ccc(/C=C/C(O)=C2/C(=O)N(C)C3(C)CC2c2ccccc2O3)cc1 (stereo unspecified)	5.3	4.9	-3.0	0.4	1.9	-1.1	-4.1	-0.7	-1.7
8	O=C(COc1ccccc1-c1ccccc1)N/N=C/c1ccncc1	19.1	-14.6	-1.0	10.6	3.3	0.8	0.6	2.4	1.7
9	Cc1[nH]n(C2=NCCS2)c(=O)c1N=Nc1cccc(C(F)(F)F)c1	4.1	-2.0	-1.4	0.3	3.0	-3.1	1.4	-0.4	3.0
10	CC(C)c1ccc(C(=O)N2CCCC(c3cc(C(=O)NCc4ccccc4)no3)C2)cc1 (stereo unspecified)	0.4	-3.7	-8.8	8.6	11.6	-3.0	-6.7	5.4	-2.3
11	Cc1ccc(S(=O)(=O)C2(C(=O)NC3CCCC3)CC2)cc1	0.8	-1.9	5.8	-0.2	-5.1	-6.6	-7.6	-3.5	7.3
12	O=C(COc1ccc2c(c1)OCO2)NCc1cccs1	1.1	-3.9	5.7	0.7	-14.3	-3.0	-10.4	-0.6	9.7
13	O=C(Cn1nc(C(=O)O)c2ccccc2c1=O)Nc1ccc(Br)cc1	33.3	5.6	6.9	1.3	-9.8	-2.9	-7.7	-1.9	3.7
14	COc1cnc(-c2ccccn2)nc1NC(C)C	4.8	-1.9	-4.7	2.0	3.8	-6.1	1.3	-2.4	0.9
15	Cc1cn([C@H]2C[C@H](O)[C@@H](CNC(=O)[C@@H]3C[C@H](F)CN3)O2)c(=O)[nH]c1=O	2.7	0.4	2.1	0.6	-6.8	-0.1	-12.7	1.0	-4.6
16	C/C(N)=C(/C#N)C(=O)CSc1nnnn1-c1ccccc1	12.4	2.8	8.4	3.4	-7.1	-0.8	-5.4	3.5	2.5
17	CCSc1nc2sc3c(c2c(=O)n1CC)CC(C)(C)OC3	26.7	5.2	9.4	-0.9	-10.5	-1.9	-7.8	-0.1	-2.3
18	Nc1c(NCCN2CCOCC2)c2ccccc2oc1=O	-0.8	2.2	7.5	0.8	-7.9	-3.4	5.8	1.6	-1.4
19	S=C1NCCOCCOCCOCCNC(=S)NCCOCCOCCOCCN1	-1.4	-3.8	3.2	0.9	-8.4	-1.5	1.5	1.0	-1.5
20	COc1ccc(S(=O)(=O)CC(=O)Nc2ccccc2Cl)cc1	-0.4	5.7	4.6	1.5	2.0	-0.1	-6.3	1.3	-2.3
21	OC(CNC1CCCC1)COc1c(F)cc(Br)cc1F (stereo unspecified)	5.0	-1.6	11.1	5.8	-6.3	-5.9	1.7	-1.8	2.5
22	O=C(CSc1nnc(NC(=O)c2ccc3c(c2)OCO3)s1)NCc1ccco1	0.3	6.7	-5.1	8.1	18.1	-4.0	1.2	1.0	-0.5
23	C1CCc2c(c(N3CCOCC3)nc3sc4c(N5CCOCC5)nnnc4c23)C1	3.1	10.4	3.2	0.9	-12.9	-1.8	-11.0	-1.8	-4.2
24	CN1CCN(CC(=O)Nc2nc3ccccc3s2)CC1	0.5	-4.9	0.1	0.9	-3.0	-8.5	5.6	-19.2	8.6
25	Cc1oc2cc3oc(=O)c(CC(=O)NCCCC(=O)O)c(C)c3cc2c1C	0.8	4.5	6.9	0.7	-17.1	-0.6	-1.1	-1.7	-4.3
26	COC(=O)C1=CN(c2ccc3c(c2)OCO3)C(N)=C(C#N)C1c1ccccc1 (stereo unspecified)	1.5	0.6	/	1.9	/	/	4.2	-0.2	-9.5
27	COc1ccc(CCNS(=O)(=O)c2ccc(N3CCCC3=O)cc2)cc1	8.8	-7.7	-2.5	7.6	-10.5	3.8	-4.3	7.1	6.4
28	CCCCc1cc(=O)oc2cc(C)cc(OCC(=O)N3C[C@H]4C[C@@H](C3)c3cccc(=O)n3C4)c12	0.3	-1.5	-2.7	-0.5	0.6	-10.5	-5.5	-3.1	-0.5
29	COc1ccccc1NC(=S)N(Cc1ccc(C)cc1)Cc1ccccn1	-0.4	-1.9	0.6	2.4	10.6	-3.8	13.3	-0.5	0.5
30	Cn1c(=O)c(C(=O)CN2CCc3ccccc32)c(N)n(Cc2ccccc2)c1=O	1.8	-0.8	0.2	0.9	2.7	-6.5	-2.5	-1.9	0.8
31	C=CCN(CC=C)Cc1ccc(C(=O)OC)o1	9.6	-5.1	1.1	0.9	-19.2	-4.4	-4.8	-4.1	1.2
32	COc1ccc(-c2noc(-c3ccccc3C(=O)NCC3CCCO3)n2)cc1 (stereo unspecified)	4.3	-16.2	-2.0	7.8	2.1	-2.5	-2.4	1.6	18.8
33	COc1ccc(N/N=C(/C(C)=O)N2CCCc3ccccc32)cc1	1.3	-4.9	-15.6	-0.2	8.4	-6.0	-3.6	-11.8	6.2
34	CCC(=O)c1ccc(OCC(=O)OCC(=O)NCCCc2ccccc2)cc1	-0.8	-3.4	8.4	2.7	-7.5	-2.8	-7.1	2.0	-0.1
35	CC1CCCC(C)N1C(=O)Cn1c(SCC(=O)Nc2ccc3c(c2)OCO3)nc2ccccc21 (stereo unspecified)	-3.6	-4.1	1.9	3.2	-13.9	-1.3	-0.3	1.2	-3.5
36	COc1cccc(NC(=O)CS(=O)(=O)c2cn(CC(=O)N3CCOCC3)c3ccccc23)c1	1.3	-1.8	6.8	1.4	-13.5	-4.1	-1.4	-7.0	8.4
37	Cc1c(Br)cc(C(=O)OC2CCN(C)CC2)c(C)c1C	6.1	-0.3	10.9	5.7	-14.2	-6.0	-4.5	-3.7	-4.8
38	CCCc1cc(=O)[nH]c(SCCOc2ccc(OCC)cc2)n1	9.8	-5.2	-3.5	0.0	-1.7	-3.0	2.6	-2.8	8.1
39	CC[C@H](C)C(C(=O)N1CCN(C(=O)OC(C)(C)C)CC1)n1cc(C(CO)NC(=O)OC(C)(C)C)nn1 (stereo partly specified)	4.7	-3.3	-4.5	2.4	9.1	-4.2	7.4	3.7	3.7
40	Cc1nc(N2N=C3/C(=C/c4ccc(F)cc4)CCCC3C2c2ccc(F)cc2)sc1C(=O)N(C)C (stereo unspecified)	8.9	-8.3	-3.7	-1.1	6.0	-6.6	-0.3	-5.5	12.3
41	CC(=O)Nc1cccc(-c2ccnc3c2CC(C)(C(=O)NCc2cccc(Cl)c2)O3)c1 (stereo unspecified)	7.7	-2.9	1.2	5.1	-9.9	0.2	-2.7	2.3	2.2
42	CCN1C(=O)/C(=C2\C=Cc3ccccc3N2CC)SC1=S	1.2	-5.9	1.6	1.0	-6.2	-3.7	3.7	1.7	2.1
43	CSc1ccccc1NC(=O)Nc1ccccc1Cl	1.8	2.3	11.1	-1.5	-18.7	-7.0	-6.0	-13.1	-2.5
44	Cc1cc(-c2[nH]nc3c2C(c2cccc(O)c2)C(C#N)=C(N)O3)c(C)s1 (stereo unspecified)	0.2	0.9	4.3	0.2	-2.2	-3.9	0.7	-0.6	2.4
45	O=C(Nc1nc2ccc(F)cc2s1)C1=COCCO1	1.6	2.1	4.5	4.1	-0.8	-3.5	-4.7	4.3	-6.3
46	O=C(Nc1ccccc1O)c1cc2cc(Br)ccc2oc1=O	-0.2	-3.2	9.2	1.5	-11.6	-3.2	1.0	-4.5	1.8
47	O=c1[nH]c2ccccc2nc1-c1cccs1	0.0	2.5	4.9	-0.2	12.6	0.5	5.2	1.3	-2.3
48	Cc1nn(C)c(Cl)c1CN1CCC(n2nccc2NC(=O)C2CCCC2)CC1	6.9	4.5	-3.9	1.7	-10.8	-3.7	-17.9	-1.2	-8.4
49	COc1cc2cc(C(=O)N3CCc4ccccc4C3)[nH]c2cc1OC	1.7	5.4	19.8	0.8	-18.3	-0.7	-10.9	-4.5	-6.2
50	COc1ccc(NC(=O)CCCn2nc(C)c3c(C)n(-c4ccccc4)nc3c2=O)cc1	0.4	4.4	3.9	0.5	6.2	-4.9	-4.7	-3.5	-7.9
51	CCOc1ccc(NC(=O)CN2C(=O)CSc3ccc(S(=O)(=O)N4CCCC4)cc32)cc1	-1.7	-2.6	10.7	0.3	-17.6	-5.6	5.5	-8.7	3.7
52	O=C(COc1ccc2ccccc2c1)Nc1nc2ccccc2[nH]1	10.0	5.6	5.9	3.5	-2.1	-1.7	-0.7	-0.5	-13.2

Two records picked at random from the list so far, as already listed:
no.	Structure	TAAR1 ag	CHRM5 PAM	M1 PAM	M4 ag	CHRM1 antagonist	M1 ag	M4 antag	CHRM5 agonist	M5 antag
37	Cc1c(Br)cc(C(=O)OC2CCN(C)CC2)c(C)c1C	6.1	-0.3	10.9	5.7	-14.2	-6.0	-4.5	-3.7	-4.8
34	CCC(=O)c1ccc(OCC(=O)OCC(=O)NCCCc2ccccc2)cc1	-0.8	-3.4	8.4	2.7	-7.5	-2.8	-7.1	2.0	-0.1
